POLI inh = DNA polymerase iota (human) inhibition; Q9UNA4; Pol iota fluorescent replication assay, 10 min; Potency, µM (series often up to 115 µM), for inactives: at the top dose activity, negative = inhibition, most hits filed as inhibitors; hit rate 1% among 390,000
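Pol iota at 10 nM preincubated 15 min with compounds at room temperature; reaction started with fluorescent substrate, 50 nM final. Fluorescence read kinetically at 0 and 10 min; buffer-only wells as negative control.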
Pol kappa inh = blocks human DNA polymerase kappa activity. Potency, µM (doses to about 107 µM), for inactives: at the highest dose activity, negative = inhibition, most hits filed as inhibitors. hit rate 0.53% among 400,000. purified Pol kappa, fluorescent DNA synthesis assay, 10 min. AID 588579. Q9UBT6; also: % is scaled to controls: 0 for no effect and ±100 for the full control effect
Target sequence (Q9UBT6 whole entry, looked up): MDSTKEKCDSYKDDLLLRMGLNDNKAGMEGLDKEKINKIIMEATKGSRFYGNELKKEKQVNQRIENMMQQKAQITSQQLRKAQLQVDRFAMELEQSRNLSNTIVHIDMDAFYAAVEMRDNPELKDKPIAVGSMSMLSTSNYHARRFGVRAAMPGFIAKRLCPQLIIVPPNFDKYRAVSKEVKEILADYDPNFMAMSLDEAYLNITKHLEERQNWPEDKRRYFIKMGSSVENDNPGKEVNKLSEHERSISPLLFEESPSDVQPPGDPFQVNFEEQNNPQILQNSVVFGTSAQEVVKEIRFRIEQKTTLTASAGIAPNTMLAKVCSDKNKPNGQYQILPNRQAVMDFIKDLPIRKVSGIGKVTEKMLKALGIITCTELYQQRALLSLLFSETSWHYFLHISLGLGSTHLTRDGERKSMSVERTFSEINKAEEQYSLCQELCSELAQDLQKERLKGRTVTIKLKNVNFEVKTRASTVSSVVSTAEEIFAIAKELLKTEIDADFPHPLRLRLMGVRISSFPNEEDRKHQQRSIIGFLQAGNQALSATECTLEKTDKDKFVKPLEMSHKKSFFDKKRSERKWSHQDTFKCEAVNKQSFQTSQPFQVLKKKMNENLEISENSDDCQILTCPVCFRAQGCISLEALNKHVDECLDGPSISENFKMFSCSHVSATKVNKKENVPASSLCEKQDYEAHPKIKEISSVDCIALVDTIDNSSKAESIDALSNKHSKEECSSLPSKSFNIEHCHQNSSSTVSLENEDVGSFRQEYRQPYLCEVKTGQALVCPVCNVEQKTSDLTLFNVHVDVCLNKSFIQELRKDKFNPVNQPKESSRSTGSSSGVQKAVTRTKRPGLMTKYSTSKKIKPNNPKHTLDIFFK
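Kinetic fluorescence readout at 0 and 10 min followed reaction start with substrate at 50 nM final. Beforehand, enzyme (10 nM Pol kappa) stood 15 min with compound at room temperature; buffer-only wells were negative controls.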
Numbers without * were called inactive; & = joins results of further samples; [ ] = another dose, or the depositor's remark. Calls follow the shape of the dose curve; as a rule, active = well fitted inhibition curve with a large enough effect; inconclusive = small, poorly fitted or top-dose-only effect, or another doubt; inactive = no such curve, though single readings can be large or run the other way. Potency is read from the fitted curve at half-maximal effect.

O=C(C[N+]12CN3CN(CN(C3)C1)C2)c1ccc(O)c(O)c1 was read as POLI inh 10µM* and Pol kappa inh 3.16µM*.
Cc1ccc(C(=O)NCC(=O)OCC(=O)c2ccc3ccccc3c2)cc1 was read as POLI inh -15.8% and Pol kappa inh -0.2%.
`Cc1cc(SCC(=O)c2ccc(Br)cc2)cc(C)[o+]1` gave POLI inh inconclusive and Pol kappa inh -27.2%.
For Nc1ccc(/C=C/c2ccc3cccnc3c2)cc1 the results were POLI inh -18.9% and Pol kappa inh -1.2%.
`COc1ccc(SC[C@H](C)CN2CC[C@H](O)CCC2=O)cc1` gave POLI inh 14.1% and Pol kappa inh -5.7%.
For COc1cc2nc(N3CCCN(C)CC3)nc(NC3CCN(Cc4ccccc4)CC3)c2cc1OC the results were POLI inh -11.0%&-0.5% and Pol kappa inh inconclusive.
CN(N=O)c1ccc(/C=C/c2ccccc2)cc1 was read as POLI inh -5.0% and Pol kappa inh -15.3%.
`Cc1ccnc2ccc(N)cc12` gave POLI inh 92.6%[activator] and Pol kappa inh -2.6%.
`COC(=O)c1cc2c([nH]c1=O)CC(c1ccccc1)CC2=O` (centres undefined) gave POLI inh 10.2% and Pol kappa inh 5.7%.
For Cc1ccc(Nc2nc(NCc3ccco3)nc3nccnc23)c(C)c1 the results were POLI inh -6.2% and Pol kappa inh -2.9%.
O=Cc1cccc(C=O)c1 was read as POLI inh -0.9% and Pol kappa inh -3.2%.
Screening CCCN1CNc2c(c(=O)[nH]c(=S)n2CCc2cc(C)cc(C)c2)C1 returned POLI inh -19.1% and Pol kappa inh -16.1%.
For CCCN1CNc2c(c(=O)[nH]c(=S)n2CCc2ccc3c(c2)OCCO3)C1 the results were POLI inh 4.3% and Pol kappa inh -8.0%.
Screening O=C(O)c1c(Br)c(Br)c(Br)c(Br)c1C1c2ccc(O)cc2Oc2cc(O)ccc21 returned POLI inh inconclusive and Pol kappa inh 1.12µM*.
For Cc1ccnc2ccccc12 the results were POLI inh 6.1% and Pol kappa inh 0.5%.
For CS(=O)(=O)c1ccccc1NC(=O)COc1ccccc1C(=O)Nc1ccccc1 the results were POLI inh inconclusive and Pol kappa inh -29.4%.
Screening CCCN1CNc2c(c(=O)[nH]c(=S)n2CCc2ccc(C)c(C)c2)C1 returned POLI inh -4.3% and Pol kappa inh -0.3%.
For COc1cc2nc(N3CCCN(C)CC3)nc(N)c2cc1OC the results were POLI inh -13.3% and Pol kappa inh -29.8%.
Screening C=C1C=C(C)n2ncc(C(=O)NCCCCCC)c2N1 returned POLI inh 27.6% and Pol kappa inh 1.9%.
`COc1ccc(-c2nc3c(=O)n(C)c(=O)nc-3n(C)n2)cc1` gave POLI inh -149.4% and Pol kappa inh -19.3%.
Screening O=S(=O)(c1cccc(Cl)c1)N1CCN(c2nc(-c3cccs3)nc3ccccc23)CC1 returned POLI inh 28.0%&-11.0% and Pol kappa inh 2.8%&-3.6%.
For CCN(CC)c1ccccc1/C=C/[n+]1ccc(CCCCI)c2ccccc21 the results were POLI inh inconclusive and Pol kappa inh 50.1µM*.
`CC(=O)Nc1ccccc1NS(=O)(=O)c1ccccc1NO` gave POLI inh -6.1% and Pol kappa inh 7.6%.
`Cc1ccc(NC(=O)c2ccc(NC(=O)C3CCCC3)cc2)c(C)c1` gave POLI inh 19.5% and Pol kappa inh 1.3%.
Clc1nc(NCC2CCCO2)c2[nH]cnc2n1 (centres undefined) was read as POLI inh 13.8% and Pol kappa inh -1.5%.
For CCCCCCCCCC[n+]1ccc(/C=C/c2c[nH]c3ccccc23)cc1 the results were POLI inh 4.3% and Pol kappa inh -6.6%.
Screening O=C(OCCF)N1CCN(/[N+]([O-])=N/Oc2ccc([N+](=O)[O-])cc2[N+](=O)[O-])CC1 returned POLI inh -12.7% and Pol kappa inh -5.7%.
COc1ccc(OCCCn2c(CCNC(=O)C3CCCCC3)nc3ccccc32)cc1 was read as POLI inh -14.5% and Pol kappa inh -23.4%.
`CCCCCCCCCCCCCCCC[n+]1ccc(/C=C/c2c(C)[nH]c3ccccc23)cc1` gave POLI inh 15.9% and Pol kappa inh -14.8%.
`N#CC1=C(N)CCC1` gave POLI inh 26.1% and Pol kappa inh 12.0%.
CCCCCCCCCC[n+]1cccc2cc(Cl)ccc21 was read as POLI inh 9.9% and Pol kappa inh 5.0%.
For Cc1ccccc1OCC(=O)NCC(=O)OCC(=O)c1ccc(Br)cc1 the results were POLI inh 16.1% and Pol kappa inh 4.6%.
Nc1ccc2cccnc2c1 was read as POLI inh -5.2% and Pol kappa inh -3.8%.
`COc1ccc(OC)c2c(/C=C/c3ccc(N(C)C)cc3)ccnc12` gave POLI inh inconclusive and Pol kappa inh -2.2%.
COc1ccc(Cl)cc1C(=O)Nc1ccc([N+](=O)[O-])cc1Cl was read as POLI inh -1.3% and Pol kappa inh -20.5%.
c1ccc(N=c2nc(-c3ccccc3)n(-c3ccccc3)s2)cc1 was read as POLI inh -16.5% and Pol kappa inh -2.8%.

Some of these compounds in order of count of non-hydrogen atoms, low to high.
`N#CC1=C(N)CCC1` gave POLI inh 26.1% and Pol kappa inh 12.0%.
Nc1ccc2cccnc2c1 was read as POLI inh -5.2% and Pol kappa inh -3.8%.
Clc1nc(NCC2CCCO2)c2[nH]cnc2n1 (centres undefined) was read as POLI inh 13.8% and Pol kappa inh -1.5%.
Screening C=C1C=C(C)n2ncc(C(=O)NCCCCCC)c2N1 returned POLI inh 27.6% and Pol kappa inh 1.9%.
CCCCCCCCCC[n+]1cccc2cc(Cl)ccc21 was read as POLI inh 9.9% and Pol kappa inh 5.0%.
COc1ccc(Cl)cc1C(=O)Nc1ccc([N+](=O)[O-])cc1Cl was read as POLI inh -1.3% and Pol kappa inh -20.5%.
For COc1cc2nc(N3CCCN(C)CC3)nc(N)c2cc1OC the results were POLI inh -13.3% and Pol kappa inh -29.8%.
c1ccc(N=c2nc(-c3ccccc3)n(-c3ccccc3)s2)cc1 was read as POLI inh -16.5% and Pol kappa inh -2.8%.
`Cc1ccc(NC(=O)c2ccc(NC(=O)C3CCCC3)cc2)c(C)c1` gave POLI inh 19.5% and Pol kappa inh 1.3%.
For Cc1ccccc1OCC(=O)NCC(=O)OCC(=O)c1ccc(Br)cc1 the results were POLI inh 16.1% and Pol kappa inh 4.6%.
For CCCCCCCCCC[n+]1ccc(/C=C/c2c[nH]c3ccccc23)cc1 the results were POLI inh 4.3% and Pol kappa inh -6.6%.
Screening O=C(OCCF)N1CCN(/[N+]([O-])=N/Oc2ccc([N+](=O)[O-])cc2[N+](=O)[O-])CC1 returned POLI inh -12.7% and Pol kappa inh -5.7%.
Screening O=S(=O)(c1cccc(Cl)c1)N1CCN(c2nc(-c3cccs3)nc3ccccc23)CC1 returned POLI inh 28.0%&-11.0% and Pol kappa inh 2.8%&-3.6%.
COc1ccc(OCCCn2c(CCNC(=O)C3CCCCC3)nc3ccccc32)cc1 was read as POLI inh -14.5% and Pol kappa inh -23.4%.
`CCCCCCCCCCCCCCCC[n+]1ccc(/C=C/c2c(C)[nH]c3ccccc23)cc1` gave POLI inh 15.9% and Pol kappa inh -14.8%.

Additional structures follow:
For O=C(c1cccs1)N(Cc1ccco1)c1ccc(O)cc1 the results were POLI inh 14.9% and Pol kappa inh -5.6%.
Screening CC(=O)Nc1cccc(C(=O)OCC(=O)NC(=O)C2CCCCC2)c1 returned POLI inh 44.3%[activator] and Pol kappa inh 8.4%.
C(/Oc1ccccc1)=C1\Nn2c(nnc2-c2cc(-c3ccccc3)n[nH]2)S1 was read as POLI inh 5.1%&24.2% and Pol kappa inh -14.7%&4.2%.
Cc1ccc2cccc(O)c2n1 was read as POLI inh 24.9% and Pol kappa inh -6.8%.
For c1ccc2c(c1)ccn2-n1ccc2ccccc21 the results were POLI inh 20.1% and Pol kappa inh -17.3%.
Screening O=C(/C=C/c1ccc(C(F)(F)F)cc1)OC(C(=O)NC1CC1)c1ccccc1 (centres undefined) returned POLI inh -19.9% and Pol kappa inh -14.7%.
NC1C(N)C(N)C1N (centres undefined) was read as POLI inh 45.3%[activator] and Pol kappa inh -30.0%.
COc1ccc(C(NC(C)=O)c2ccc3cccnc3c2O)cc1OC (centres undefined) was read as POLI inh -14.6% and Pol kappa inh -16.0%.
COc1ccc(NC(=O)c2ccccc2OCC(=O)Nc2ccc(Br)cc2)cc1 was read as POLI inh -3.2% and Pol kappa inh -12.0%.
For O=C(Cc1ccc(OCCCc2ccccc2)cc1)NO the results were POLI inh 12.9% and Pol kappa inh -4.7%.
`COc1ccc(C2Nc3ccc(NC(=O)COC(C)=O)cc3C(=O)N2Cc2ccccc2)cc1COc1ccc(NC(C)=O)cc1` (centres undefined) gave POLI inh 15.4% and Pol kappa inh -27.0%.
`O=C(COc1ccccc1C(=O)Nc1ccccc1)Nc1cccc([N+](=O)[O-])c1` gave POLI inh -12.3% and Pol kappa inh -18.4%.
Cc1cc2ccccc2cn1 was read as POLI inh -12.4% and Pol kappa inh 3.9%.
Screening Cc1cccc2c(C(O)c3cn(C)c4ccccc34)c[nH]c12 (centres undefined) returned POLI inh 33.4%[activator] and Pol kappa inh -12.5%.
CC(C)S(=O)(=O)N1CCN(c2nc(-c3cccs3)nc3ccccc23)CC1 was read as POLI inh 2.1% and Pol kappa inh -20.8%.
For CCOC(=O)C[C@H]1c2cc(F)ccc2S(=O)(=O)N1Cc1cc(OC)c(OC)c(OC)c1 the results were POLI inh 9.0% and Pol kappa inh -0.7%.
CCCCCCCCCCCCCCCCCCN(CCCCCCCCCCCCCCCCCC)c1ccc(C=O)cc1 was read as POLI inh 8.6% and Pol kappa inh -6.3%.
`Nc1cc(=O)[nH]c2c1CCC2` gave POLI inh 50.8%[activator] and Pol kappa inh -13.3%.
COc1cc(OC)c(/C=C/c2cc3ccccc3c[n+]2C)c(OC)c1 was read as POLI inh inconclusive and Pol kappa inh -32.0%.
For COc1cccc2cc(C(=O)N(Cc3cccs3)Cc3cccs3)c(=O)oc12 the results were POLI inh -0.8% and Pol kappa inh 0.7%.
O=C(COC(=O)c1ccc2ncsc2c1)NC(=O)C1CCCCC1 was read as POLI inh 70.8µM* and Pol kappa inh -26.1%.
Screening CN(C)/[N+]([O-])=N/Oc1cc(F)c([N+](=O)[O-])cc1[N+](=O)[O-] returned POLI inh inconclusive and Pol kappa inh -18.5%.
For CCN(CC)c1ccc(/C=C/c2cc(Cl)nc3ccccc23)cc1 the results were POLI inh 7.1% and Pol kappa inh -14.2%.
`O=C(Nc1nnc(CCc2ccccc2)s1)C1CCN(C(=O)c2ccco2)CC1` gave POLI inh 4.6% and Pol kappa inh -0.7%.
O=C(NNc1ccccc1F)c1cccs1 was read as POLI inh 8.1% and Pol kappa inh 7.5%.
CC(=O)c1ccc[n+](CC(=O)c2ccc(F)cc2)c1 was read as POLI inh -12.6% and Pol kappa inh 6.1%.
For C/C=C(\NNC(C)=O)c1ccc(O)cc1 the results were POLI inh 1.1% and Pol kappa inh -2.2%.
For O=C(O)CC(CC(=O)O)c1ccc2c(c1)OCO2 the results were POLI inh inconclusive and Pol kappa inh -9.3%.
Screening COc1ccc(CCn2c(=S)[nH]c(=O)c3c(C)cc(C)nc32)cc1OC returned POLI inh -5.0% and Pol kappa inh 8.6%.
CC(C)Sc1nnc2c3ccccc3n(C)c2n1 was read as POLI inh 11.1% and Pol kappa inh -2.6%.
Screening CCCCNc1ccc(/C=C2\C=Cc3ccccc32)cc1 returned POLI inh 23.6% and Pol kappa inh -9.4%.
Screening COc1ccc(C2Nc3ccccc3C(=O)N2Cc2ccco2)cc1OC (centres undefined) returned POLI inh -14.4% and Pol kappa inh -13.8%.
`COc1cccc(OC)c1-c1cc(CCCc2cc(-c3c(OC)cccc3OC)nc3ccccc23)c2ccccc2n1` gave POLI inh inconclusive and Pol kappa inh 2.0%.
`O=[N+]([O-])c1ccc(S(=O)(=O)N2CCN(c3nc(-c4ccccc4)nc4ccccc34)CC2)cc1` gave POLI inh -1.3% and Pol kappa inh -4.1%.
CC[N+](CC)(CC)c1ccc(/C=C/c2ccc3ccccc3n2)cc1 was read as POLI inh -5.3% and Pol kappa inh 44.7µM*.
CC(=O)c1cc2ccccc2c2ccccc12 was read as POLI inh 34.0%[activator] and Pol kappa inh -11.1%.
`CC(NC(=O)COC(=O)c1ccco1)C12CC3CC(CC(C3)C1)C2` (centres undefined) gave POLI inh -3.5% and Pol kappa inh 7.1%.
Screening Clc1ccc(Cn2c3c(c4ccccc42)CCc2cc4ccccc4nc2-3)cc1 returned POLI inh 19.7% and Pol kappa inh 6.8%.
NS(=O)(=O)c1ccc(N=Nc2cc3ccccc3c(C(=O)O)c2O)cc1 was read as POLI inh inconclusive and Pol kappa inh -14.6%.
For Cc1ccc(-c2nnc3ccc(SCC(=O)c4ccccc4)nn23)cc1 the results were POLI inh -8.5% and Pol kappa inh -14.8%.
Screening CN(C)c1ccc(/C=C/c2ccc3cc(N(C)C)ccc3n2)cc1 returned POLI inh 1.6% and Pol kappa inh -2.6%.
Cn1nnc2c(NCc3ccco3)ncnc21 was read as POLI inh 3.3% and Pol kappa inh 6.8%.
Screening O=C(OC(C(=O)N1CCOCC1)c1ccccc1)c1c2c(nc3ccccc13)CCCC2 (centres undefined) returned POLI inh 8.0% and Pol kappa inh -4.0%.
For O=S(=O)(c1ccc(C(F)(F)F)cc1)N1CCN(c2nc(-c3cccs3)nc3ccccc23)CC1 the results were POLI inh 23.1% and Pol kappa inh 11.3%.

Compound activity as filed in PubChem BioAssay.

This is a subset. The share of hits here may be higher or lower than overall.
